ELG1 genotox: genotoxicity induction in ELG1-luciferase HEK293T cells; hit rate 1.3% among 330,000; AID 504466; Potency, µM (titrated, usually from 46 µM), for the others: at the highest dose activity change, positive = activation, actives largely listed as activators; HEK293T ELG1-luciferase reporter, luminescence, 16 h; further: potency means the concentration at half of the fitted maximal effect; % of control where 0% means no effect; nearly all actives have a fitted effect of over 60% in size
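HEK293T cells expressing luciferase-tagged ELG1 were exposed to compound or DMSO vehicle for 16 hr at 37 °C and 5% CO2. Luciferase activity was then measured with ONE-Glo after 30 min at room temperature.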
TRPV1 agonist: activates the human vanilloid receptor TRPV1; Q8NER1; TRPV1-expressing cells, Fluo-8 calcium influx, agonist mode; activation, % at 8.33 µM; hit rate 0.19% among 320,000; AID 540275; in the data active means activation above about 80%; inconclusive means between about 30% and that limit; further: 0% is about no effect
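Fluo-8 calcium influx in TRPV1-expressing cells, kinetic read (ex 480/em 520 nm). Compound added and read 3 min for agonist activity, followed by capsaicin at EC20 final and 2 min further read for enhancement.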
USP2a inh: blocks human ubiquitin-specific protease USP2a | O75604 | USP2 core, Ub-CHOP2 coupled fluorogenic reporter, 485/531 | Potency, µM (doses to about 38.3 µM), without a hit: at the highest dose activity change, negative = inhibition, usual class: inhibitors | hit rate 0.01% among 330,000 | AID 463254;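 further: potency means the concentration at half of the fitted maximal effect; plate controls were DMSO wells for no effect and full inhibition by NEM control for full effect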
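Deubiquitinase activity read as fluorescence (485/531 nm) after Ub-CHOP2 cleavage activates the enterokinase reporter on its substrate; USP2 core 10nM, Ub-CHOP2 and substrate 25nM each, 30min compound preincubation then 60min RT; data normalized to NEM, curves fitted.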
p53 reactivator: restores transcriptional activity of mutant p53; Potency, µM (top dose mostly 92.2 µM), for inactives: at the highest dose activity change, positive = activation, most hits filed as activators; H1299 p53-A138V BP100-luciferase reporter, luminescence, 24 h; AID 504706; hit rate 0.063% among 320,000; further: potency means the concentration at half of the fitted maximal effect; % of control where 0% means no effect; nearly all actives have a fitted effect of over 45% in size
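p53-null H1299 cells stably carrying temperature-sensitive p53-A138V and a BP100-luciferase reporter were pinned with compounds (4-point, 1:5 series) and held 24 hrs at 37 deg C. Luminescence was read 10 min after detection reagent.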
B2AR arrestin: recruits beta-arrestin to the human beta2-adrenergic receptor; P07550; beta-arrestin recruitment to beta2AR, cell-based reporter; Potency, µM (top dose mostly 46.1 µM), for the others: at the top dose activation, actives largely listed as activators; hit rate 0.02% among 330,000; AID 492947;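 further: potency means the concentration at half of the fitted maximal effect; 0% = DMSO controls and full agonism = EC100 isoproterenol or metaproterenol; nearly all actives have a fitted effect of over 65% in size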
PTAP TSG101 blk: blocks PTAP/TSG101 interaction to inhibit HIV-1 budding; Q99816; Fluorescence polarization, FITC-PTAP peptide / Tsg101 binding; Potency, µM (highest dose often 115 µM), for the others: at the top dose activity change, negative = inhibition, actives largely listed as inhibitors; 340,000 tested, under 10 active; AID 493005; active means well fitted inhibition curve with a large enough effect in the main read-out, with a control signal flat, not every such curve was filed as active; inconclusive means small, poorly fitted or top-dose-only effect, or effect the other way, or a change in a side signal; inactive means no such curve, though single readings can be large or run the other way; further: potency means the concentration at half of the fitted maximal effect; % of control where 0% means no effect
Target sequence (Q99816 whole entry, looked up): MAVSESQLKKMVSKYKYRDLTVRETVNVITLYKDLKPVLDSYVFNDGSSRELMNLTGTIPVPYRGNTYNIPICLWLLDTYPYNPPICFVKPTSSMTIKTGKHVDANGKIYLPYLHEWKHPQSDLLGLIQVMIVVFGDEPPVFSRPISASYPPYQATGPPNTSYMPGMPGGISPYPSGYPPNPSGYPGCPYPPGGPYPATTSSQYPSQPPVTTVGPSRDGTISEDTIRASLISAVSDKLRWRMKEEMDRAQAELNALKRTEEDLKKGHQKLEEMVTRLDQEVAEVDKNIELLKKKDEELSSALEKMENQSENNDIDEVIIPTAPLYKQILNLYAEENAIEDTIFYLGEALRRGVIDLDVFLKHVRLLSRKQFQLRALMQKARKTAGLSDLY
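Fluorescence polarization binding of Tsg101 binding domain (10 uM final) to FITC-labeled PTAP peptide (50 nM final) in HEPES pH 7.5 buffer with NaCl, Tween 20, EDTA, TCEP. Compounds added before peptide; binding 20 min at RT.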
ASM inhibitor: inhibitors of human secretory acid sphingomyelinase. hit rate 0.006% among 340,000. Potency, µM (titrated, usually from 57.5 µM), without a hit: top-dose activity change, negative = inhibition, actives largely listed as inhibitors. placental ASM, HMU-PC fluorogenic substrate, 60 min; further: potency means the concentration at half of the fitted maximal effect
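Steps: dispense placental human ASM, pin compound, wait 10 min at room temperature, add HMU-PC0 substrate at 9 uM final, incubate 60 min at 37 °C, add stop solution raising pH to 10, read fluorescence.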
a7 integrin act: integrin-mediated muscular dystrophy alleviation activation; alpha7betagal myoblasts, beta-gal FDG fluorescence, 48 h; Potency, µM (titrated, usually from 38.3 µM), without a hit: at the highest dose activation, actives largely listed as activators; hit rate 0.064% among 350,000; AID 624291;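 further: potency means the concentration at half of the fitted maximal effect; 100% = response of the positive control SU9516; nearly all actives have a fitted effect of over 60% in size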
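alpha7betagal+/- myoblasts (passage 13, 250/well) treated 48 h at 37C with compounds at 1:260 dilution of DMSO stock. Lysed, then beta-galactosidase activity read as FDG fluorescence (ex 480/em 540) after 30 min, with pre-read for autofluorescence.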
Eya2 phos inh: Eya2 (human) phosphatase inhibition. recombinant Eya2, OMFP fluorescence dephosphorylation (OMFP is methylfluorescein phosphate). Potency, µM (doses to about 76.9 µM), inactives show at the highest dose activity, negative = inhibition, usual class: inhibitors. hit rate 0.006% among 330,000. AID 488837; further: potency means the concentration at half of the fitted maximal effect; on the % scale 0 is the no-effect control and ±100 the full control effect
Target sequence (O00167 whole entry, looked up): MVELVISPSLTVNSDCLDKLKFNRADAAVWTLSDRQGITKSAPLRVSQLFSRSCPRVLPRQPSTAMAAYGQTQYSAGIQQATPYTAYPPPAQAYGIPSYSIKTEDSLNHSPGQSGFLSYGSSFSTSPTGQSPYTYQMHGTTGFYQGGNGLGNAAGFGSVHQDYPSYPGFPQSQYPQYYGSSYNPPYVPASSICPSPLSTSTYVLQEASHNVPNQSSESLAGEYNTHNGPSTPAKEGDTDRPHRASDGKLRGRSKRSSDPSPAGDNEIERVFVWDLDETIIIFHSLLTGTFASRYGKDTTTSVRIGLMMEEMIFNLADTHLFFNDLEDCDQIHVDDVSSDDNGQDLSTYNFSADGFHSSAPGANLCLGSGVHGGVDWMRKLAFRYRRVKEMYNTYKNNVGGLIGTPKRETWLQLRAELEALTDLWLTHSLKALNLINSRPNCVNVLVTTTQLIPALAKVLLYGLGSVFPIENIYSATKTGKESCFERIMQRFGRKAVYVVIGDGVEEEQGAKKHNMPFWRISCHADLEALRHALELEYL
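Eya2 (0.2 uM) preincubated 10 min at ambient with compound, then OMFP substrate added at 50 uM; 10 min reaction in 50 mM HEPES pH 7.5, 50 mM NaCl, 5 uM MgCl2, 0.05% BSA, 1 mM DTT. Fluorescence read at Ex 485/Em 525 nm.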
BRCA1 expr up: increases BRCA1 expression | MCF7-BRCA1-FFLuc reporter, luminescence, 48 h; response scale: scaled: vehicle 0%, 10 µM genistein 100% | Potency, µM (top dose mostly 46.1 µM), for inactives: at the highest dose activation, most hits filed as activators | hit rate 1.1% among 380,000 | AID 624202; further: potency means the concentration at half of the fitted maximal effect; nearly all actives have a fitted effect of over 80% in size; some results filed as inactive show a strong effect at the top dose
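MCF7 cells carrying a BRCA1-firefly luciferase reporter (2000 cells/well, phenol-red free MEM) were attached for 2 h at 37 °C, then given compounds for 48 h. Luminescence was read 15 min after luciferase reagent; activity normalized to genistein (10 microM) and DMSO.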
uPA generation: cell surface uPA generation inhibition; Potency, µM (highest dose often 38.3 µM), without a hit: top-dose activity change, negative = inhibition, hits mostly inhibitors; cell surface uPA generation assay, qHTS; AID 540303; hit rate 0.31% among 330,000; active means well fitted inhibition curve with a large enough effect; inconclusive means small, poorly fitted or top-dose-only effect; inactive means no such curve, though single readings can be large or run the other way; tested in mouse RAW 264.7 cells; further: potency means the concentration at half of the fitted maximal effect; on the % scale 0 is the no-effect control and ±100 the full control effect; nearly all actives have a fitted effect of over 55% in size
* = called active by the depositor; ? = inconclusive; nt = no result given; [ ] = remark or other dose. Unless noted, the call rests on the fitted dose curve; in most records, active means well fitted curve in the direction sought with a large enough effect; inconclusive means small, poorly fitted or top-dose-only effect, or another doubt; inactive means no such curve, though single readings can be large; an effect the other way counts as inactive or inconclusive.

no.	canonical_smiles	ELG1 genotox	TRPV1 agonist	USP2a inh	p53 reactivator	B2AR arrestin	PTAP TSG101 blk
1	CCN1CCN(C(=S)Nc2ccsc2C(=O)OC)CC1	0%	1	-5%	6%	0.0%	-3%
2	O=C(NNC(=O)C1CCN(Cc2ccccc2)CC1)c1cccc(Cl)c1	-1%	-1	1%	-7%	-0.1%	-3%
3	Cc1ccccc1OCCNC(=O)CNC(=O)c1ccccc1O	-3%	12	5%	3%	-1.2%	-8%
4	O=S(=O)(c1cc(Cl)ccc1Cl)N1CCNCC1	2%	0	?	0%	0.2%	-7%
5	CCc1nnc(NS(=O)(=O)c2ccc(NC(=O)c3ccc(S(=O)(=O)N(CC)CC)cc3)cc2)s1	-1%	4	0%	-5%	-0.4%	-3%
6	COc1ccc(C(=O)COC(=O)[C@@H](NS(=O)(=O)c2ccccc2)C(C)C)cc1	0%	nt	1%	1%	-0.6%	-3%
7	COc1ccccc1C(=O)Nc1ccc(Oc2nnc(-c3ccc(C)cc3)c3ccccc23)cc1	-1%	-1	3%	3%	-0.4%	1%
8	Cc1c(NC(=O)c2cccc(F)c2)c(=O)n(-c2ccccc2)n1C	0%	-8	1%	-9%	4.1%	-10%
9	CCC1=C/C(=C\c2ccc3c(c2)OCO3)C(=O)S1	1%	-1	0%	4%	0.5%	nt
10	Nc1c(NC=O)c(=O)n(Cc2ccccc2)c(=O)n1Cc1ccccc1	nt	nt	nt	nt	nt	2%
11	CCCNC(=O)C1CCN(S(=O)(=O)c2c(C)noc2/C=C\c2ccc(OC)cc2)CC1	2%	-3	0%	-2%	0.2%	0%
12	CCN(C(=O)COC(=O)c1c(C)c(-c2ccccc2)nc2ccccc12)C1CCS(=O)(=O)C1 (stereo not drawn)	-8%	16	0%	-9%	-0.9%	-4%
13	Cc1ccc(NC(=O)C(NC2CCCc3ccccc32)c2ccccc2)cc1Cl (stereo not drawn)	-6%	-5	0%	7%	-1.5%	1%
14	CCc1nc2ccccc2c(C(=O)OCC(=O)Nc2ccc(NC(C)=O)cc2)c1C	-8%	nt	1%	-1%	0.3%	-1%
15	COc1cccc(CNc2ccc3c(c2)nc(C)n3C)c1OC	?	-3	1%	nt	0.5%	-5%

no.	ASM inhibitor	a7 integrin act	Eya2 phos inh	BRCA1 expr up	uPA generation
1	0%	41%	-3%	-7%	-2%
2	5%	-16%	2%	5%	11%
3	-5%	-5%[7.66 µM]	6%	5%	nt
4	-1%	7%	13%	-7%	nt
5	1%	0%	-22%	6%	4%
6	-2%	21%	-9%	39%	-27%
7	-3%	0%	-14%	-20%	-8%
8	3%	9%	0%	16%	nt
9	nt	nt	3%	nt	nt
10	-2%	0%	nt	-2%	-5%
11	41%	-9%	6%	-17%	-9%
12	-1%	-61%[inhibitor]	-9%	0%	-25%
13	-2%	-32%	3%	-34%	1%
14	-10%	-22%	-5%	-25%	1%
15	2%	-31%	10%	36%	?

Of the compounds above, these have a halogen.
no.	canonical_smiles	ELG1 genotox	TRPV1 agonist	USP2a inh	p53 reactivator	B2AR arrestin	PTAP TSG101 blk
2	O=C(NNC(=O)C1CCN(Cc2ccccc2)CC1)c1cccc(Cl)c1	-1%	-1	1%	-7%	-0.1%	-3%
4	O=S(=O)(c1cc(Cl)ccc1Cl)N1CCNCC1	2%	0	?	0%	0.2%	-7%
8	Cc1c(NC(=O)c2cccc(F)c2)c(=O)n(-c2ccccc2)n1C	0%	-8	1%	-9%	4.1%	-10%
13	Cc1ccc(NC(=O)C(NC2CCCc3ccccc32)c2ccccc2)cc1Cl (stereo not drawn)	-6%	-5	0%	7%	-1.5%	1%

no.	ASM inhibitor	a7 integrin act	Eya2 phos inh	BRCA1 expr up	uPA generation
2	5%	-16%	2%	5%	11%
4	-1%	7%	13%	-7%	nt
8	3%	9%	0%	16%	nt
13	-2%	-32%	3%	-34%	1%

(more compounds)
no.	canonical_smiles	ELG1 genotox	TRPV1 agonist	USP2a inh	p53 reactivator	B2AR arrestin	PTAP TSG101 blk
16	Cc1cc(C)c(NC(=O)c2cccc3c2C(=O)N(C2CCCCC2)C3)c(C)c1	-5%	?	2%	-4%	-1.5%	4%
17	Cc1cccc(-n2c(C)cc(C(=S)N3CCOCC3)c2C)c1C	1%	0	0%	-4%	0.8%	-2%
18	c1ccc(Oc2ccc(-c3ccn[nH]3)cc2)cc1	?	3	-1%	?	3.3%	-1%
19	N/C(=N\c1nc(C(F)(F)F)cc(=O)[nH]1)Nc1ccc(Cl)cc1	7%	5	2%	-11%	-1.2%	nt
20	CCCCCc1ccc(OCCC[n+]2ccccc2)c(CCCCC)c1	-3%	-6	-6%	-13%	0.0%	-3%
21	Cn1nccc1C(=O)N1CCCC(N2CCN(Cc3ccc4c(c3)OCO4)CC2)C1 (stereo not drawn)	4%	-8	3%	-11%	-0.3%	-9%
22	COc1ccc(CN(C)C(=O)Cc2ccc(OC)c(S(=O)(=O)N3CCOCC3)c2)cc1OC	2%	0	5%	8%	0.2%	0%
23	O=C(Nc1c(Cl)cc(Cl)cc1C(=O)NCC1CCCO1)c1ccco1 (stereo not drawn)	0%	1	3%	0%	-0.1%	-2%
24	COc1ccc(-c2ccc(C(=O)O)c(=O)[nH]2)cc1	7%	-3	2%	4%	-0.2%	-9%
25	CC(C)(C)NC(=O)/C(=C/c1ccco1)c1ccccc1	0%	9	5%	-2%	-0.4%	0%
26	CC(C)CN(CC(C)C)CC(O)CN(c1ccccc1)S(=O)(=O)c1ccccc1[N+](=O)[O-] (stereo not drawn)	-8%	?	-6%	7%	-0.4%	1%
27	O=C(Nc1ccccc1F)C1CCN(S(=O)(=O)c2cccnc2)CC1	-2%	0	0%	10%	0.1%	-7%
28	S=c1[nH]nc(-c2cccs2)n1/N=C/c1cn(-c2ccccc2)nc1-c1ccc(Cl)cc1	-5%	1	0%	2%	-0.2%	0%
29	COc1ccc(NS(=O)(=O)c2cc(NC(=O)c3cc(=O)c4ccccc4o3)ccc2OC)cc1	-7%	-3	3%	-2%	0.3%	-2%
30	O=c1c2oc3ccccc3c2ncn1Cc1ccccc1Cl	nt	7	nt	nt	nt	-7%

no.	ASM inhibitor	a7 integrin act	Eya2 phos inh	BRCA1 expr up	uPA generation
16	-9%	17%	5%	-54%	1%
17	0%	-8%	-3%	-19%	4%
18	1%	-19%	5%	?	-2%
19	nt	nt	-2%	nt	nt
20	-24%	-40%	-10%	-90%	-12%
21	1%	2%	4%	6%	0%
22	4%	12%	4%	-2%	13%
23	7%	-21%	14%	13%	-3%
24	194%[activator]	36%	0%	33%	3%
25	0%	20%	-11%	-4%	3%
26	-2%	0%	-15%	0%	6%
27	1%	8%	2%	2%	-3%
28	-3%	5%	-10%	-9%	9%
29	60%	3%	-10%	11%	5%
30	0%	-26%	nt	34%	1%

Taken from above:
entry 6 in Eya2 phos inh is entered as -9%
entry 9 in Eya2 phos inh is entered as 3%
entry 23 in ELG1 genotox is entered as 0%
entry 5 in p53 reactivator is entered as -5%
entry 24 in uPA generation is entered as 3%

Further results
no.	canonical_smiles	ELG1 genotox	TRPV1 agonist	USP2a inh	p53 reactivator	B2AR arrestin	PTAP TSG101 blk
31	CCC(C)N(C(=O)Cn1nnc(-c2ccc(Cl)cc2)n1)C1CCS(=O)(=O)C1 (stereo not drawn)	3%	1	-1%	-2%	-0.3%	-5%
32	COc1cc(OC)c(C2Nc3ccccc3NC3=C2C(=O)CC(C)(C)C3)cc1OC (stereo not drawn)	-1%	-2	-1%	-1%	-0.1%	2%
33	CC(C)C(OC(=O)c1nsc(Cl)c1Cl)C(=O)NCc1ccc2c(c1)OCO2 (stereo not drawn)	1%	16	1%	-3%	0.3%	-1%
34	O=C(Cn1nnc(-c2ccccc2)n1)N1CCN(S(=O)(=O)c2ccc(Cl)cc2)CC1	-1%	-1	-4%	-5%	0.1%	-2%
35	Cc1nnc(SCC(=O)Nc2ccccc2)[nH]c1=O	2%	-1	-1%	5%	0.2%	-3%

no.	ASM inhibitor	a7 integrin act	Eya2 phos inh	BRCA1 expr up	uPA generation
31	-3%	7%	4%	-22%	8%
32	1%	-31%	3%	-17%	2%
33	-2%	11%	-5%	29%	11%
34	-2%	0%	-8%	-1%	1%
35	0%	-11%	-6%	7%	5%
